# Bioassay records: PubChem BioAssay, National Center for Advancing Translational Sciences (NCATS)
# D1 agonist: Allosteric Agonists of the Human D1 Dopamine Receptor: qHTS; AID 504660, 2011; HEK293 T-REx D1 cells, calcium flux, agonist mode; D(1A) dopamine receptor (Homo sapiens), P21728; activation, % at 2 µM; actives 1% (n = 360,000); in the data active means activation above about 30%; further: 0% is about no effect
#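 Agonism was scored from calcium flux recorded over 180 s (1 read/s) after pintool compound addition, following a 10-cycle baseline. Cells were inducible force-coupled HEK293 TREx D1, plated overnight at 30 C and loaded with no-wash calcium dye.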
# RXFP1 ag: qHTS Assay for Agonists of the Relaxin Receptor RXFP1; actives 0.3% (n = 370,000); HEK293T-RXFP1 cAMP TR-FRET, 30 min; response scale: percent of porcine relaxin response, buffer zero; Relaxin receptor 1 (Homo sapiens), Q9HBX9; Potency, µM (series often up to 57.5 µM), without a hit: at the highest dose activation, hits mostly activators; further: potency means the concentration at half of the fitted maximal effect; on the % scale 0 is the no-effect control and ±100 the full control effect; nearly all actives have a fitted effect of over 60% in size; many of its hits are not listed in these tables
# Target sequence (Q9HBX9 whole entry, looked up): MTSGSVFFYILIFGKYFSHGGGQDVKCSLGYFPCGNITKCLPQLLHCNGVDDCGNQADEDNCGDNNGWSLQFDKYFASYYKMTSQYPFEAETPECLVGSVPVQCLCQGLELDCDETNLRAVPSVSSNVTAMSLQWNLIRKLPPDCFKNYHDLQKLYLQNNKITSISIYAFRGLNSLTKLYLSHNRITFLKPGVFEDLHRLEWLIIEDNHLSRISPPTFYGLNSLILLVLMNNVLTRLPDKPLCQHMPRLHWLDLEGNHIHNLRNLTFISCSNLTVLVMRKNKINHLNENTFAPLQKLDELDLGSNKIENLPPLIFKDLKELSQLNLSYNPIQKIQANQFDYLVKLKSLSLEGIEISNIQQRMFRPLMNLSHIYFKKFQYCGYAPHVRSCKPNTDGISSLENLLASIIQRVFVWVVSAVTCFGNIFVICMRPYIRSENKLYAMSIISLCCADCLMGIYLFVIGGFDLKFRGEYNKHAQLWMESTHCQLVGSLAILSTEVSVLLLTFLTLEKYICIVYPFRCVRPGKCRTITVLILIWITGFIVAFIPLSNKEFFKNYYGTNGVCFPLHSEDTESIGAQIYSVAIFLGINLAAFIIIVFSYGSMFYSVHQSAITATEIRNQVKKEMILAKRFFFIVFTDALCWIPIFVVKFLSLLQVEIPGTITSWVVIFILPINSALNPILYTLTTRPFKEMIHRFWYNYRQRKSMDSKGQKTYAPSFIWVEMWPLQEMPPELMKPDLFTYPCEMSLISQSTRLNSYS
#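 HEK293 cells stably expressing RXFP1, treated 30 min at 37C with compounds plus PDE4 inhibitor Ro 20174; cAMP measured by HTRF TR-FRET. Normalized to buffer and 29 nM porcine relaxin; EC50 by Hill fit.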
# Vif-APOBEC3F blk: qHTS for Inhibitors of Vif-A3F Interactions: qHTS; actives 0.2% (n = 390,000); HeLa A3F-eYFP + Vif (tagged APOBEC3F with the HIV-1 protein that degrades it), YFP fluorescence increase; Potency, µM (titrated, usually from 46.1 µM), for the others: top-dose activity, negative = active; further: potency means the concentration at half of the fitted maximal effect; % of control where 0% means no effect; nearly all actives have a fitted effect of over 65% in size
#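 HeLa cells stably expressing Vif plus C-terminally eYFP-tagged A3F were seeded, incubated overnight at 37 deg C, dosed with compound, incubated overnight again at 37 deg C. Yellow fluorescence (Ex 488/Em 500-530) reported blocked Vif-mediated A3F-eYFP degradation.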
# D1 potentiator: Potentiators of Human D1 Dopamine Receptor: qHTS | AID 504651, 2011 | HEK293 TREx D1 cells, calcium flux, dopamine EC20 potentiation | actives 0.036% (n = 360,000) | potentiation, % at 10 µM; in the data active means potentiation above about 30%; further: 0% is about no effect
# LDHA block: qHTS assay for inhibitors of human lactate dehydrogenase | activity change, % (values are at about 110 or 230 µM) | L-lactate dehydrogenase A chain (Homo sapiens), P00338 | purified LDHA, NADH/diaphorase-resazurin fluorescence; active compounds read low | actives 0.15% (n = 480,000); in the data active means activity change below about -30%; inconclusive means mostly about -25% to -30%;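 further: plate controls were DMSO wells for no effect and wells without enzyme for full effect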
#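 Enzyme activity of human lactate dehydrogenase 5 (2 nM; 0.06 mM NADH, 0.2 mM pyruvate, 5 min, RT) is measured via a resazurin/diaphorase fluorescence readout of residual NADH.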
# Glioma ERSR ind: qHTS for Inducers of the Endoplasmic Reticulum Stress Response (ERSR) in Human Glioma: qHTS. U87-MG GRP78 promoter luciferase reporter, 16 h. Potency, µM, for inactives: at the highest dose activation, hits mostly activators. actives 0.02% (n = 420,000). AID 602332, 2012; further: potency means the concentration at half of the fitted maximal effect; series mostly up to about 76 µM; % of control where 0% means no effect; nearly all actives have a fitted effect of over 35% in size
#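 Stably transfected U87-MG human glioma cells carrying a GRP78-based luminescent sensor were seeded at 1000 cells/well, pin-dosed with compounds and incubated 16 h. Luciferase reagent was then added, and end-point luminescence was read after 10 min at room temperature.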
# D1 antagonist: Antagonist of Human D 1 Dopamine Receptor: qHTS. D(1A) dopamine receptor (Homo sapiens), P21728. HEK293 TREx D1 cells, calcium flux, dopamine EC80; active compounds read low. activity change, negative = inhibition, % at 10 µM. actives 3.2% (n = 360,000). AID 504652, 2011; in the data active means activity change below about -30%; further: on the % scale 0 is the no-effect control and ±100 the full control effect
#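 Using tetracycline-induced force-coupled D1 Hek293 cells and a calcium dye, signals were followed for 180 s after compound, then for 180 s after EC80 dopamine, to detect inhibitors.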
# D2 potentiator: HTS Assay for Positive Allosteric Modulators of the Human D2 Dopamine Receptor: Primary Screen for Potentiators; AID 485347, 2010; potentiation, % at 10 µM; actives 0.34% (n = 340,000); HEK293 T-REx D2, calcium flux, EC20 dopamine potentiation;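 active means potentiation over 3 SD above the plate norm, cut at about 30% in these data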; further: 0% is about no effect
#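 Primary screen. Calcium kinetics in induced HEK293 T-REx D2 cells: compound pre-addition 180 s, EC20 dopamine, 180 s more.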
# Vif-A3G inh: qHTS for Inhibitors of Vif-A3G Interactions: qHTS; DNA dC->dU-editing enzyme APOBEC-3G (Homo sapiens), Q9HC16; HeLa A3G-eYFP + Vif (tagged APOBEC3G with the HIV-1 protein that degrades it), YFP fluorescence, overnight; Potency, µM (series often up to 46.1 µM), for the others: top-dose activity, negative = active, actives largely listed as inhibitors; actives 0.076% (n = 410,000); AID 602310, 2012;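 further: potency means the concentration at half of the fitted maximal effect; on the % scale 0 is the no-effect control and ±100 the full control effect; nearly all actives have a fitted effect of over 60% in size; hits raise eYFP signal because A3G escapes Vif-driven loss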
#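 Read-out is eYFP fluorescence (Ex 488/Em 500-530) from Vif-expressing HeLa A3G-eYFP cells; more signal means A3G escaped Vif-mediated degradation. Cells plated overnight, compound pinned in, incubated overnight at 37 deg C.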
# The depositor's hits bear a star; ? = inconclusive; / = not tested or not shown; & = joins results of further samples. Unless noted, the call rests on the fitted dose curve; in most records, active means well fitted curve in the direction sought with a large enough effect; inconclusive means small, poorly fitted or top-dose-only effect, or another doubt; inactive means no such curve, though single readings can be large; an effect the other way counts as inactive or inconclusive.
# Each structure is followed by: D1 agonist, RXFP1 ag, Vif-APOBEC3F blk, D1 potentiator, LDHA block, Glioma ERSR ind, D1 antagonist, D2 potentiator, Vif-A3G inh
> O=c1nc(N2CCOCC2)nc2n1CCO2
  2, 2.3%, 3%, 5, -1, -2%, 22, -5, -1%
> CCCN(CCC)CCNC(=O)C1c2ccccc2C(=O)N(CCOC)C1c1ccc(F)cc1 (centres undefined)
  1, 0.3%, ?, -2, -4, -2%, 6, 2, -1%
> COc1ccc(C[C@H]2CN3C(=NC[C@H]3C)N2CCNC(=O)CCC2CCCCC2)cc1
  -1, 0.7%, 0%, 5, -13, -3%, -20, 0, -8%
> O=C(NCCSc1c[nH]c2ccccc12)c1c(F)cccc1F
  1, -3.8%, -2%, -2, -6, -2%, -15, 5, 1%
> CC(C)C(=O)NC(NCC1CCCO1)C(Cl)(Cl)Cl (centres undefined)
  1, 2.1%, /, -6, -6, -3%, -14, -13, 0%
> COc1cccc(N2CCN(C(=O)c3ccc(N4C(=O)NC5CC4(C)Oc4ccccc45)cc3)CC2)c1 (centres undefined)
  1, 1.9%, 9%, -9, 2, -6%, 8, 18, 1%
> COc1ccccc1C(=O)NC(=O)COC(=O)c1ccc(C)o1
  0, 1.5%, 3%, 2, -9, -4%, 28, 11, 0%
> Cc1ccccc1NC(=S)NCc1cccn1C
  7, -0.6%, 3%, -2, -13, 3%, 2, 2, -6%
> O=C(CSc1nnc(-c2ccccc2F)o1)NC1CCCCC1
  1, 5.7%, 3%, -4, -6, -1%, -17, 5, 0%
> CCCCCCSc1ccc([C@@H]2[C@H]3C(=O)N(C)C(=O)[C@H]3[C@]3(C(=O)OC)CCCCN23)cc1
  15, -1.4%, -10%, 3, 1, -3%, 1, -6, -1%
> CCCCNC(=O)CCn1ccc2cc(S(=O)(=O)N3CCCC3)ccc21
  1, -2.6%, -22%, -4, 3, -6%, 2, /, 1%
> CC(C)=CC[N+]1(C)CCCCC1
  8, -0.8%, 2%, -7, 7&-3, -2%, -7, 1, 0%
> COc1ccc(S(=O)(=O)N2CCC(C(=O)NC(C)c3ccccc3)CC2)cc1 (centres undefined)
  2, 7.2%, 0%, -1, 1, -3%, -1, 4, 3%
> COc1ccc(-c2c(C)oc3c(CN4CCCC(C)C4)c(O)ccc3c2=O)cc1OC (centres undefined)
  -1, -0.1%, -1%, -2, -5, -2%, -14, 7, 1%
> COc1ccc(-c2onc(C)c2C)cc1S(=O)(=O)N(C)Cc1ccco1
  6, 5.5%, -12%, -6, 4, -1%, -20, -5, 4%
> CCCCSc1nc2c([nH]1)c(=O)n(C)c(=S)n2C
  /, /, 12%, /, -9, -1%, /, /, -7%
> O=C(COc1ccccc1)Nc1nc2cc3c(cc2s1)OCO3
  /, /, -13%, /, -10, 0%, /, /, -9%
> Cc1cc(C)n2nc(SCC(=O)Nc3ccc(S(=O)(=O)N(C)C)cc3)nc2n1
  5, 3.8%, 6%, -2, -4, -3%, -39*, 6, 3%
> COc1ccc(NC(=O)N(Cc2cc3ccc(OC)cc3[nH]c2=O)CC2CCCO2)cc1 (centres undefined)
  0, 1.1%, 5%, 4, -5, -5%, 12, 1, ?
> Cc1cccc(C(C(=O)NC2CCCC2)N(Cc2cccnc2)C(=O)c2csnn2)c1 (centres undefined)
  3, -1.3%, -18%, /, -3, -3%, 6, 6, -1%

# 4 compounds already listed, sorted by formula weight, smallest number first:
# Each structure is followed by: D1 agonist, RXFP1 ag, Vif-APOBEC3F blk, D1 potentiator, LDHA block, Glioma ERSR ind, D1 antagonist, D2 potentiator, Vif-A3G inh
> O=c1nc(N2CCOCC2)nc2n1CCO2
  2, 2.3%, 3%, 5, -1, -2%, 22, -5, -1%
> CC(C)C(=O)NC(NCC1CCCO1)C(Cl)(Cl)Cl (centres undefined)
  1, 2.1%, /, -6, -6, -3%, -14, -13, 0%
> COc1ccc(-c2c(C)oc3c(CN4CCCC(C)C4)c(O)ccc3c2=O)cc1OC (centres undefined)
  -1, -0.1%, -1%, -2, -5, -2%, -14, 7, 1%
> COc1cccc(N2CCN(C(=O)c3ccc(N4C(=O)NC5CC4(C)Oc4ccccc45)cc3)CC2)c1 (centres undefined)
  1, 1.9%, 9%, -9, 2, -6%, 8, 18, 1%

# The list continues:
# Each structure is followed by: D1 agonist, RXFP1 ag, Vif-APOBEC3F blk, D1 potentiator, LDHA block, Glioma ERSR ind, D1 antagonist, D2 potentiator, Vif-A3G inh
> CC(C)=C1C2CCC1C1C(=O)N(CCc3ccccc3)C(=O)C21 (centres undefined)
  -1, 0.0%, 5%, -2, -20, 2%, 10, 9, 0%
> CC(=O)Nc1ccc(NC(=O)CC(C)n2ccc(C)n2)cc1 (centres undefined)
  4, -0.3%, 3%, -3, -3, -3%, -7, 17, 0%
> COc1ccc(NC(=O)N2CCCC(c3nc(-c4ccc(C(C)C)cc4)no3)C2)cc1 (centres undefined)
  0, 1.7%, -14%, 2, 7, 3%, 27, 1, -1%
> CN(Cc1ccccc1)C(=C(Cl)Cl)/C(=C1/NCCN1C)[N+](=O)[O-]
  3, -0.9%, -8%, -5, 3, -4%, -4, 2, 7%
> COc1cc(OC)cc(-c2c(-c3ccc(F)cc3)c3cc(-c4ccc(SC)cc4)ccc3n2C)c1
  /, /, 2%, /, -7, -3%, /, /, -8%
> O=S(=O)(NCC(c1ccco1)S(=O)(=O)c1ccccc1)c1ccccc1 (centres undefined)
  4, 0.1%, -5%, -4, -6, 0%, /, -1, 0%
> COCCn1nnnc1C(c1cc2ccc(OC)cc2[nH]c1=O)N1CCc2ccccc2C1 (centres undefined)
  1, 1.4%, 0%, -5, 7, -1%, -11, -5, -2%
> Cc1ccc(-n2ncc3c(Nc4ccc5c(c4)OCCO5)ncnc32)cc1C
  0, 5.6%, -9%, -2, 0, 2%, -13, -3, -6%
> CCOc1ccc2nc(N3CCC(C(=O)Nc4ccc(Br)cc4F)CC3)sc2c1
  0, 3.6%, -6%, -3, -2, -2%, 12, -3, 11%
> CN(C(=O)c1ccc(OC2CCN(CCc3ccccc3)CC2)cc1)C1CCCCC1
  1, 5.1%, 9%, 3, -10, 1%, 4, -17, 2%
> O=C(NCCCN1CCN(c2ccccc2)CC1)c1nnc(Cc2ccc(F)cc2)o1
  0, -0.4%, 1%, -3, 1, 0%, -9, -6, -1%
> COc1ccccc1NC(=O)CCn1nc(-c2ccccc2OC)c2c(C)cc(C)nc21
  5, -0.1%, 3%, -1, 5, -2%, -7, 9, -1%
> O=C(CSCCO)Nc1ccccc1
  1, -0.2%, 3%, 2, -3, -6%, -11, 0, 1%
> CCOc1ccccc1N
  -2, -1.0%, 3%, 6, -5, -1%, /, 11, 1%
> Cc1nnc(N/N=C/c2c[nH]c3ccccc23)[nH]c1=O
  1, -0.9%, 3%, -14, -6, 0%, -24, 3, 2%
> COc1ccccc1C(=O)NC(=O)Nc1nc(-c2ccccc2)cc(C(F)(F)F)n1
  1, -0.1%, 2%, 1, -1, 5%, 9, 7, -4%
> CCc1nc2ccccc2c(C(=O)OC2CCCCC2=O)c1C (centres undefined)
  2, 0.3%, 0%, -5, -10, 1%, 3, -4, -3%
> Cc1cc(Cl)nc(-c2ccccc2)n1
  1, -0.9%, -24%, -4, -15, -3%, -4, -7, 7%
> O=C(CNc1cc(S(=O)(=O)N2CCOCC2)ccc1NCC1CCCO1)Nc1ccc(F)c(F)c1 (centres undefined)
  -1, 8.6%, ?, -5, 7, -6%, 0, 12, -2%
> CCCCCCCC[n+]1cccc(C(=O)N2c3c(nc(N)[nH]c3=O)NC(C)C2C)c1 (centres undefined)
  1, 0.0%, 7%, 5, -11, -4%, 27, 10, -1%

# A few values from above.
# Reading for `CN(Cc1ccccc1)C(=C(Cl)Cl)/C(=C1/NCCN1C)[N+](=O)[O-]` in Vif-APOBEC3F blk: -8%
# Reading for `Cc1ccc(-n2ncc3c(Nc4ccc5c(c4)OCCO5)ncnc32)cc1C` in RXFP1 ag: 5.6%

# (list continues)
SMILES | D1 agonist | RXFP1 ag | Vif-APOBEC3F blk | D1 potentiator | LDHA block | Glioma ERSR ind | D1 antagonist | D2 potentiator | Vif-A3G inh
O=C(NCCCN1CCOCC1)c1cc(S(=O)(=O)N2CCCCC2)ccc1Cl | / | / | 1% | / | -8 | 0% | / | / | -1%
CCOC(=O)N1CCC(NC(=O)c2oc3c(C)c(C)ccc3c2C)CC1 | / | / | 0% | / | 5 | 11% | / | / | 1%
COc1ccc(OC)c2nc(-c3ccncc3)ccc12 | -1 | 0.0% | 8% | -6 | -1 | 1% | 1 | 3 | 2%
NC(=NCCc1ccccc1)NS(=O)(=O)c1ccc(F)cc1 | 3 | 1.8% | -1% | -7 | -8 | -4% | -5 | 2 | 0%
CN(O)C(=S)c1ccccc1 | / | / | ? | / | 6 | 9% | / | / | -21%
O=C(NCc1ccccc1)N(Cc1cc2cc3c(cc2[nH]c1=O)OCO3)CC1CCCO1 (centres undefined) | 2 | 2.6% | 4% | -8 | -3 | 0% | -7 | 10 | 0%
O=C(C1CCCN(S(=O)(=O)c2cc(Cl)ccc2Cl)C1)N1CCOCC1 (centres undefined) | 0 | 1.5% | 1% | -2 | -4 | 0% | -3 | -1 | 0%

# Not all compounds are listed. The share of hits here may be higher or lower than overall.
